# Source: PubChem
# phage Ecoli inh = E. coli growth loss with phage present; growth absorbance; inhibition, % at 11.9 µM; 360,000 compounds, 0.26% hits; AID 651602; in the data active means inhibition above about 11%
# CDK5 inh = CDK5/p35 (human) kinase inhibition; Recombinant CDK5/p35, ADP-Glo luminescence, 60 min; 330,000 compounds, 0.01% hits; inhibition, % at 10 µM;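 active means highest replicate inhibition of at least 50% and at least 75% of replicates reaching 50%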;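 further: plate controls were DMSO neutral control for no effect and GW8510 at 10 µM for full effect; many of its hits are not listed in these tables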
# AddAB inh = less growth of phage-infected E. coli with AddAB; 330,000 compounds, 0.29% hits; inhibition, % at 11.9 µM; E. coli expressing H. pylori AddAB, absorbance growth; in the data active means inhibition above about 12%;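 further: 0% = vehicle wells of infected cells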
# E coli growth = bacterial growth inhibition, counter-screen for AddAB inhibitors; inhibition, % at 11.9 µM; E. coli V3065 growth, OD600 absorbance, 18 h; 330,000 compounds, 0.27% hits; AID 449728;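 active means inhibition above the campaign's mean inhibition across all tested compounds plus 3 SD, cut at about 9.9% in these data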;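 further: uninfected addAB+ strain grown without phage in ampicillin broth; 0% = DMSO wells and 100% = ciprofloxacin 0.95 µg/ml wells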
# HTR5A inv ag = inverse agonist of human HTR5A in OPRM1-OPRD1 counter-screen; 340,000 compounds, 0.083% hits; HTR5A cell line, luminescence, inverse agonism; inhibition, % at 9.3 µM; P47898; in the data active means inhibition mostly above about 23%, no sharp cut-off; inactive means mostly below about 18%;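 further: 0% = cells with DMSO and 100% = no-cell wells with DMSO; some compounds called inactive have numbers as strong as hits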
# Target sequence (P47898 whole entry, looked up): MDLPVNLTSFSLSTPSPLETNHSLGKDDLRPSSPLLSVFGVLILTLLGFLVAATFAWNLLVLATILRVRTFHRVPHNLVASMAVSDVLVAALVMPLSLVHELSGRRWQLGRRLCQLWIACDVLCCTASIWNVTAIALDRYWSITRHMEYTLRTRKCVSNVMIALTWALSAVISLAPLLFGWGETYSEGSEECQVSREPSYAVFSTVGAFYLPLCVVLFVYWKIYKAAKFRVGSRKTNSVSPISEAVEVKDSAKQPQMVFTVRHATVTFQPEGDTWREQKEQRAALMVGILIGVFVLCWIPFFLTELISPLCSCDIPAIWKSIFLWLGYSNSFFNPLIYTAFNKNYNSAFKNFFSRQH
# PKA-R1A activ = PKA-R1A complex activation. 340,000 compounds, 0.083% hits. activation, % at 11.4 µM. PKA-R1A dissociation, Cy5-IP20 fluorescence polarization; scaled: DMSO 0%, 113 µM cGMP 100%. AID 504707. P00514+P68181;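 active means percent activation above the mean of all tested compounds plus 3 SD, cut at about 19% in these data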;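 further: higher means more PKAc released from R1A so a rise in polarization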
# DAGLB inhibitor = blocks human DAGLB lipase activity; HEK293T DAGLB membrane lysate, EnzChek fluorogenic substrate; inhibition, % at 5.17 µM; 340,000 compounds, 0.059% hits; in the data active means inhibition above about 34%;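 further: 0% = enzyme with vehicle and 100% = wells lacking enzyme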
# Tat transport = E. coli Tat transport inhibition. E. coli MC4100 TorA-mCherry Tat export, fluorescence. inhibition, % at 10 µM. 340,000 compounds, 0.036% hits. AID 488895;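 active means mean replicate inhibition at least 50% and at least half of replicates individually reaching 50%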;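 further: exported cargo escapes ClpAP degradation while cytoplasmic cargo is degraded and loses fluorescence; 0% = median of neutral control wells and 100% = median of NaSCN control wells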
# SUMO Mot1 rescue = blocks SUMOylation pathway, rescuing yeast Mot1-301 growth; S. cerevisiae Mot1-301 growth rescue, ATP luminescence, 38.5C; percent above DMSO median, 100 means doubled; growth rescue, % at 18.8 µM; 320,000 compounds, 1% hits;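 active means every valid replicate shows activation above 250% relative to neutral control wells; inactive means the rest, any valid replicate at or below 250%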;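 further: OY570 slx delta 5 strain wells were the positive control but not used for scaling; some compounds called inactive have numbers as strong as hits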
# HTR5A ag ctr = HTR5A agonism, opioid heterodimer counter-screen; HTR5A agonist assay, luminescence, cell-based; activation, % at 9.3 µM; 340,000 compounds, 0.61% hits; AID 504692; in the data active means activation mostly above about 9.5%, no sharp cut-off; inactive means mostly below about 7.6%;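 further: 0% = cells with vehicle only and 100% = reference agonist; strong numbers were not always called active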
# PKA-R2B act = PKA-R2B complex activation | P22694+P31323 | PKA-R2B holoenzyme dissociation, Cy5-IP20 fluorescence polarization; R2B truncated from residue 108, S112A mutant; 0% DMSO only, 100% 113 µM cGMP | activation, % at 11.4 µM | 340,000 compounds, 0.079% hits;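 active means activation above a cutoff set at the mean over all compounds plus 3 SD, cut at about 18% in these data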;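 further: higher means more holoenzyme dissociation and a rise in polarization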
# Target sequence (P31323 whole entry, looked up, other chains not shown, the tested form may be a part): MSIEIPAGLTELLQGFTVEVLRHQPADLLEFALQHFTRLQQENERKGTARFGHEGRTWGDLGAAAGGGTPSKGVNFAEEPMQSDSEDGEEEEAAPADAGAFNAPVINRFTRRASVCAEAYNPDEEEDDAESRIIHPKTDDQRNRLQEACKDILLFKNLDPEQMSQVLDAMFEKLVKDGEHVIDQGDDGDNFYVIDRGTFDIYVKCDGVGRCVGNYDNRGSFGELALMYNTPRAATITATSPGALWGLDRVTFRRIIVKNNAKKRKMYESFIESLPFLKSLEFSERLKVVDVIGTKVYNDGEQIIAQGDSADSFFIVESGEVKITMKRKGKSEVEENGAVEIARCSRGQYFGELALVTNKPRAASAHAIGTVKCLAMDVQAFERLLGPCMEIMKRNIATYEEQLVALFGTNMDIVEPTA
# * = called active by the depositor; i = inactive; / = not tested or not shown.
SMILES,phage Ecoli inh,CDK5 inh,AddAB inh,E coli growth,HTR5A inv ag,PKA-R1A activ,DAGLB inhibitor,Tat transport,SUMO Mot1 rescue,HTR5A ag ctr,PKA-R2B act
CN=C(NC1CCCCC1)c1ccc([N+](=O)[O-])cc1,2.9,-0.4,1.0,1.8,-5,1,2,1,0,0,-2
CCOCCCN(Cc1cc2cc(C)cc(C)c2[nH]c1=O)C(=O)N(CC)CC,2.6,0.1,2.9,-0.9,13,-2,-1,0,2,0,0
COc1ccc(/C=C/C(=O)Nc2cc(S(=O)(=O)N3CCOCC3)ccc2N2CCCC2)cc1OC,1.7,-0.5,3.0,0.8,4,-2,0,-9,3,-2,5
CCOC(=O)c1c(-c2ccc(C)o2)csc1NC(=O)CN1CCCCC1,0.0,1.7,0.7,-1.3,3,5,-28,20,-3,-1,-7
C[C@@H]1C(=O)OC[C@H]1NC(=O)OCc1ccccc1,3.1,0.9,7.6,-2.0,-24,-8,-1,-8,-8,8,3
CN(Cc1ccon1)C(=O)CC1C(=O)NCCN1Cc1cccc(Oc2ccccc2)c1 (stereo unspecified),2.5,0.9,1.0,-0.9,-23,7,-4,-2,122,5,7
COc1ccccc1C(=O)NCC(=O)NCCC(c1ccccc1)c1ccccc1,2.4,-8.2,-0.8,-0.7,-11,-17,-1,31,7,-4,0
CN(C(=O)c1ccc(=O)n(Cc2ccc(Cl)cc2)c1)c1ccccc1,4.6,1.4,1.9,-3.7,0,-2,-3,0,-1,1,-10
O=C(CN1CCOCC1)N/N=C/c1ccc(C(=O)O)cc1,2.2,-0.7,1.5,0.3,16,7,-1,-10,9,-6,12
COc1ccccc1/C=N/NC(=O)CC(=O)NCc1cccnc1,2.0,0.1,0.1,-1.2,13,1,-2,9,0,-5,-1
O=C(Nc1c(Cl)cc(Cl)cc1C(=O)NCCN1CCOCC1)c1cccc([N+](=O)[O-])c1,4.6,-2.6,1.8,-1.4,-5,-5,1,2,8,-1,8
Cc1ccc(N(C)S(=O)(=O)c2cccc(C(=O)Nc3nnc(C4CC4)s3)c2)cc1,0.8,-0.4,2.6,-0.7,-6,-6,-1,-4,8,0,-1
COc1cccc(N2CCN(C(=O)c3oc4ccccc4c3NC(=O)Cc3ccc(OC)c(OC)c3)CC2)c1,1.6,-0.8,1.7,-0.8,11,-18,2,5,11,1,-9
CCn1cc(C(=O)OCC(=O)Nc2cccc(Cl)c2Cl)c(=O)c2ccc(C)nc21,4.0,0.0,2.6,-0.5,/,/,/,-7,-11,/,/
Cc1cc(N2CCC(C)CC2)nc2ccc(N3C(=O)CCC3=O)cc12,0.8,-0.2,0.9,-0.5,2,-5,0,-1,-6,-1,-1
CC(=O)Nc1cccc(C(=O)NC2CCCc3c2cnn3-c2ccccc2F)c1 (stereo unspecified),1.2,0.4,-0.1,-0.9,2,-11,0,5,4,-1,-5
CCNC(=S)N/N=C/c1ccccc1[N+](=O)[O-],3.8,-0.1,4.2,-0.7,-6,-10,1,4,i,2,-6
O=C(O)c1cccc(-c2ccccc2)c1O,3.0,0.1,/,/,-1,-5,7,-7,/,0,-1
CCOc1ccc(NC(=O)c2ccc(NC(=S)NC3CCCCC3)cc2)cc1,-2.9,0.7,1.9,0.3,-27,3,1,-6,-2,9.9*,5
COc1ccc(N2CCN(C(=O)CS(=O)Cc3nc(-c4ccc(OC)c(OC)c4)oc3C)CC2)cc1 (stereo unspecified),1.1,1.8,1.5,0.9,-15,-15,-1,0,157,4,-6

# Single records (already shown). Order of values: phage Ecoli inh, CDK5 inh, AddAB inh, E coli growth, HTR5A inv ag, PKA-R1A activ, DAGLB inhibitor, Tat transport, SUMO Mot1 rescue, HTR5A ag ctr, PKA-R2B act
# Profile of `COc1ccc(/C=C/C(=O)Nc2cc(S(=O)(=O)N3CCOCC3)ccc2N2CCCC2)cc1OC` = 1.7, -0.5, 3.0, 0.8, 4, -2, 0, -9, 3, -2, 5
# Profile of `CCOC(=O)c1c(-c2ccc(C)o2)csc1NC(=O)CN1CCCCC1` = 0.0, 1.7, 0.7, -1.3, 3, 5, -28, 20, -3, -1, -7
# Profile of `O=C(O)c1cccc(-c2ccccc2)c1O` = 3.0, 0.1, /, /, -1, -5, 7, -7, /, 0, -1
# Profile of `COc1cccc(N2CCN(C(=O)c3oc4ccccc4c3NC(=O)Cc3ccc(OC)c(OC)c3)CC2)c1` = 1.6, -0.8, 1.7, -0.8, 11, -18, 2, 5, 11, 1, -9

# Next part
SMILES,phage Ecoli inh,CDK5 inh,AddAB inh,E coli growth,HTR5A inv ag,PKA-R1A activ,DAGLB inhibitor,Tat transport,SUMO Mot1 rescue,HTR5A ag ctr,PKA-R2B act
O=C(NCc1ccco1)c1nnc(Cc2ccc(Cl)cc2)o1,2.4,0.3,1.8,-1.2,-30,-19,-4,6,-6,11,-15
CC(=O)Nc1ccc(S(=O)(=O)NCC(=O)OCC(=O)NCc2ccc3c(c2)OCO3)cc1,2.6,0.2,-1.1,-1.9,-10,8,1,-3,-8,3,9
COC(=O)c1cccc(NC(=O)CC2C(=O)NCCN2C(=O)c2ccc(F)cc2F)c1 (stereo unspecified),2.2,0.3,-0.2,1.9,-11,4,2,2,-4,-2,-12
CCOc1ccc(OCCC(=O)N2CCN(S(=O)(=O)c3ccc(F)cc3)CC2)cc1,4.6,-2.9,4.7,0.7,-3,-10,-2,6,-9,1,-3
Cn1nc(C(=O)OCC(=O)Nc2ccc(Cl)cc2Cl)c2ccccc2c1=O,0.5,2.2,-2.2,-2.5,-16,-8,-2,13,8,6,-2
COc1cccc(/C=N/NC(N)=S)c1OCc1cccc(Cl)c1,4.2,-1.2,-0.9,-0.3,-1,-3,-2,3,12,0,-11
CCOC(=O)N1CCN(c2c(NCCN(C)Cc3ccccc3)c(=O)c2=O)CC1,0.7,2.3,2.1,-1.4,-2,-2,-3,-1,43,1,0
CSc1nc(-c2ccccc2)nc(C(Cl)Cl)n1,4.3,1.2,-2.1,0.0,-25,7,-11,-4,4,0,3
Cc1ccc(SCc2c(C(=O)N/N=C/c3ccncc3)nnn2-c2nonc2N)cc1,2.2,-2.7,3.8,0.6,-1,-6,0,0,7,0,0
O=C(COC(=O)CNC(=O)c1cccc(OC(F)F)c1)NCc1ccc2c(c1)OCO2,2.5,1.1,0.3,-0.9,-14,5,-3,-6,-15,6,-4
Cc1cccc(OCC(=O)Nc2cc(C)c(C)cc2O)c1,4.1,1.0,4.0,1.4,1,5,-9,-2,5,0,-2
COCCN1Cc2cccc(C(=O)Nc3ccc(S(=O)(=O)N4CCOCC4)cc3)c2C1=O,2.4,0.3,0.5,2.7,-15,-5,3,-2,372,-3,3
Fc1ccccc1CSCc1nc2ccccc2[nH]1,2.0,-0.9,1.9,1.5,-3,-5,-1,3,25,-4,0
CC(C)c1ccc(C(=O)CSc2n[nH]c(-c3ccncc3)n2)cc1,0.7,0.9,2.8,2.1,3,-13,-3,-4,60,-1,-11
CC(C)(C)n1nc2c(c1NC(=O)COc1ccc(Cl)cc1)CSC2,/,-1.5,-1.2,1.7,-16,-7,3,-2,1,6,3
CSc1sc2ccccc2[n+]1CCCS(=O)(=O)[O-],-0.1,14,2.3,-1.4,19,-11,2,1,-2,-8,6
O=C(O)c1cc(S(=O)(=O)NCC2COc3ccccc3O2)ccc1Cl (stereo unspecified),1.2,-7.0,0.8,-1.0,-2,9,1,6,15,-1,4
Cc1cc2occ(CC(=O)NCc3cccs3)c2cc1C(C)C,0.2,-2.1,-0.6,3.6,-22,-9,-8,1,/,6,-1
Cn1ccnc1SCC(=O)c1ccc(C#N)cc1,0.5,-0.3,3.6,-1.6,-4,-4,2,-6,-14,2,-6
CCn1nc(CC(=O)O)c2ccccc2c1=O,2.1,-0.8,2.1,2.1,8,-12,3,10,-12,-3,2
COc1cc(C(=O)N2CCN(c3ccc([N+](=O)[O-])cc3)CC2)ccc1OCc1c(C)noc1C,0.3,-0.2,0.3,2.2,-7,0,2,11,5,2,-3
Cc1cc(O)ccc1NC(=O)Cc1cccc2ccccc12,2.1,1.6,/,/,-10,-3,-3,0,/,3,-5
CN(C)C(CNc1ncccn1)c1ccccc1 (stereo unspecified),2.4,0.1,2.5,2.6,1,-2,-1,-12,58,0,2
CC12CC3CC(C)(C1)CC(C(=O)N1CCCC1)(C3)C2,-2.8,1.8,/,/,-8,-4,-6,-8,-8,2,-2
CN(CC(=O)Nc1c(Cl)cccc1Cl)C(=O)CCC1CCCC1,2.0,2.3,4.7,0.1,-2,0,2,8,121,-1,-4
Cc1cc(C(=O)N/N=C/c2ccccc2Br)no1,1.9,1.2,1.2,2.5,19,-2,1,26,11,3,-9
Cc1ccc(C(=O)N2CCN(C)CC2)cc1S(=O)(=O)N1CCCCCC1,1.5,-2.8,0.8,0.8,0,-7,-2,1,-4,6,6
Cc1noc(NS(=O)(=O)c2ccc(NC(=O)c3oc4ccc(F)cc4c3C)cc2)c1C,-0.2,-1.3,/,/,4,0,6,2,/,3,7
COc1ccc(Cl)cc1C(=O)NNC(=O)c1cccnc1,1.4,3.5,-1.5,2.0,-9,-3,0,-4,229,4,2
Cn1c(CCCCCN)nc2ccccc21,2.2,-1.4,-0.3,0.9,-5,-8,2,23,119,1,-10
CC(=O)c1cccc(CN2CCC(n3nccc3NC(=O)c3ccc4c(c3)OCO4)CC2)c1,2.0,-0.1,-0.1,-2.0,-8,2,1,-1,220,1,0
Cc1nc2c(sc(=S)n2Cc2ccco2)c(=O)n1CC(=O)Nc1ccccc1F,-0.6,0.0,-1.2,-0.2,11,-12,5,-6,-5,0,-3
CN1CCN(S(=O)(=O)c2ccc3[nH]c(=O)oc3c2)CC1,2.1,0.0,1.6,1.5,-14,-5,-4,1,-12,6,-11
COc1cc(Nc2ccccc2Cl)c([N+](=O)[O-])nc1[N+](=O)[O-],-0.3,7.5,3.7,-0.9,-2,-5,0,-19,10,1,4
CC(C)(C)n1ncc2c(=O)n(CC(=O)c3ccc(Cl)cc3)cnc21,4.2,-1.4,1.4,2.7,-4,5,-5,4,70,2,-2
O=C(NNS(=O)(=O)c1ccc(Br)cc1)C1CCCCC1,2.9,2.3,2.4,2.2,-5,1,1,14,-2,2,18
CCOC(=O)c1ccc(S(=O)(=O)N2CCN(CC3CC=CCC3)CC2)cc1 (stereo unspecified),3.6,0.4,-0.7,2.3,-1,1,-2,-6,20,0,2

# Limited to SUMO Mot1 rescue, HTR5A inv ag and E coli growth (four entries from above):
Compound | SUMO Mot1 rescue | HTR5A inv ag | E coli growth
Cc1cc(C(=O)N/N=C/c2ccccc2Br)no1 | 11 | 19 | 2.5
Cc1ccc(C(=O)N2CCN(C)CC2)cc1S(=O)(=O)N1CCCCCC1 | -4 | 0 | 0.8
Cc1noc(NS(=O)(=O)c2ccc(NC(=O)c3oc4ccc(F)cc4c3C)cc2)c1C | / | 4 | /
COc1ccc(Cl)cc1C(=O)NNC(=O)c1cccnc1 | 229 | -9 | 2.0
